PvdQ acylase: blocks Pseudomonas aeruginosa PvdQ acylase activity | purified PvdQ acylase, fluorescence plate reader | inhibition, % at 10 µM | 0.063% of 340,000 active; in the data active = inhibition above about 30%, passing the limit was not always enough; inconclusive = no clear call, values can overlap the other calls;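 note: 0% = vehicle neutral wells and 100% = reference inhibitor wells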
Tat export inh: E. coli Tat transport inhibition | AID 488895 | 0.036% of 340,000 active | inhibition, % at 10 µM | E. coli MC4100 TorA-mCherry Tat export, fluorescence;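 active = mean replicate inhibition at least 50% and at least half of replicates individually reaching 50%; inconclusive = only one of the two criteria met; inactive = neither criterion met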;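 note: exported cargo escapes ClpAP degradation while cytoplasmic cargo is degraded and loses fluorescence; 0% = median of neutral control wells and 100% = median of NaSCN control wells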
Wnt bcat act: activators of Wnt/beta-catenin signaling | Wnt/beta-catenin reporter cell assay, activator, plate reader | 1.2% of 300,000 active | activation, % at 9.35 µM; in the data active = activation above about 30%, passing the limit was not always enough; inconclusive = no clear call, values can overlap the other calls;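 note: 0% = neutral control wells and 100% = positive control wells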
Rtt109 Vps75: inhibitors of Candida albicans Rtt109/Vps75 histone acetyltransferase; Q5AAJ8; purified Rtt109/Vps75, ThioGlo CoA-SH fluorescence, 4 h; inhibition, % at 34.9 µM; 0.16% of 330,000 active; AID 540336;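 active = inhibition of at least 50% in every replicate; inconclusive = best replicate reaches 50% inhibition but some replicates fall short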
Target sequence (Q5AAJ8 whole entry, looked up): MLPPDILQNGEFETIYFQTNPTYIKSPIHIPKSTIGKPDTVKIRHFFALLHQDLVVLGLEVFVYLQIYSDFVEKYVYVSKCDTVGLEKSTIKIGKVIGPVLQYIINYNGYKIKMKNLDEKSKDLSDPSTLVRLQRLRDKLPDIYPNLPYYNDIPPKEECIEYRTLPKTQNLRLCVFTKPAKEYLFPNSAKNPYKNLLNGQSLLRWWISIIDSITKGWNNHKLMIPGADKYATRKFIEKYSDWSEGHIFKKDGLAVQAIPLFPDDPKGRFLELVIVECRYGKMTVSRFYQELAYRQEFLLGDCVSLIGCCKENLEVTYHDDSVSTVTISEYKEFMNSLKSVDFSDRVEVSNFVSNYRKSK
CAL PDZ inh: human CAL PDZ-peptide interaction inhibition | Q9HD26 | purified CAL PDZ, TMR-peptide fluorescence polarization, 1 h | inhibition, % at 20 µM | 0.02% of 330,000 active | AID 504414;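 active = highest replicate inhibition of at least 40%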;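 note: plate controls were DMSO neutral control wells for no effect and unlabeled competitor peptide control wells for full effect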
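Assay system – tagged CAL PDZ protein CerCALP, purified · Timing – 1 h at RT · Compound – single point, 20 µM · Measured by – fluorescence polarization from S- and P-plane intensities, G-factor corrected · Evaluation – inhibition from polarization loss · Probe or stimulus – TMR reporter peptide T*-PRC34 · Buffer or medium – pH 7.4 phosphate-saline buffer, reducing agent, detergent, IgG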
PfHsp90 set2: inhibits growth of yeast expressing Plasmodium falciparum Hsp90. S. cerevisiae expressing PfHsp90, BacTiter-Glo ATP, 48 h; yeast lacking PDR1 and PDR3 efflux regulators. inhibition, % at 9.4 µM. 0.32% of 310,000 active. AID 504621;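 active = every replicate shows inhibition above about 80%, whatever the replicate mean, limit read from the data; inconclusive = mean inhibition reaches the set limit but some replicate falls short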;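 note: 0% = DMSO neutral controls and 100% = 20 µM radicicol positive controls; yeast relying on Plasmodium falciparum Hsp90 in place of its own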
DAGLB inh: blocks human DAGLB lipase activity. HEK293T DAGLB membrane lysate, EnzChek fluorogenic substrate. inhibition, % at 5.17 µM. 0.059% of 340,000 active; in the data active = inhibition above about 34%;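 note: 0% = enzyme with vehicle and 100% = wells lacking enzyme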
Target sequence (Q8NCG7 whole entry, looked up): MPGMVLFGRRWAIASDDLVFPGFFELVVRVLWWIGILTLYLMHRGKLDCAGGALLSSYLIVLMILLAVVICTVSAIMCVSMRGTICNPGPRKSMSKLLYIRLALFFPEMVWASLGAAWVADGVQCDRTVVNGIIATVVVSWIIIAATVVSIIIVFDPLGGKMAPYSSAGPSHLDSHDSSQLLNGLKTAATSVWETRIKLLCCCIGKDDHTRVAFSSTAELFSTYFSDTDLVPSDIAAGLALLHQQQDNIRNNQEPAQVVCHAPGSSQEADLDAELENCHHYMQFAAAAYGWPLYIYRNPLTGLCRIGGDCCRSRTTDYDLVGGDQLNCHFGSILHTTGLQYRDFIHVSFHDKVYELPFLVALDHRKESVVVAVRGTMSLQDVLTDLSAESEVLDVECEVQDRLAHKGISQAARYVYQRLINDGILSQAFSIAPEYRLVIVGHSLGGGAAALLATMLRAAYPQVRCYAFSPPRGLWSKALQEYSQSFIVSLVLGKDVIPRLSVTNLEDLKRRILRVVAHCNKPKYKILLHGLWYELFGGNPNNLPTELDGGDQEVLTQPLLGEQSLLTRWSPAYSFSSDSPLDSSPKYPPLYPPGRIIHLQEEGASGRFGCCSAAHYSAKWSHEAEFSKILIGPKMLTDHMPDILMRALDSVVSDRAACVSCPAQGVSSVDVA
E coli growth: reduces bacterial viability in AddAB counter-screen; E. coli V3065 growth, OD600 absorbance, 18 h; inhibition, % at 11.9 µM; 0.27% of 330,000 active; AID 449728;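 active = inhibition above the campaign's mean inhibition across all tested compounds plus 3 SD, cut at about 9.9% in these data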;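 note: uninfected addAB+ strain grown without phage in ampicillin broth; 0% = DMSO wells and 100% = ciprofloxacin 0.95 µg/ml wells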
AddAB inh: less growth of phage-infected E. coli with AddAB. E. coli expressing H. pylori AddAB, absorbance growth. inhibition, % at 11.9 µM. 0.29% of 330,000 active; in the data active = inhibition above about 12%;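 note: 0% = vehicle wells of infected cells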
phage Ecoli inh: E. coli growth loss with phage present. growth absorbance. inhibition, % at 11.9 µM. 0.26% of 360,000 active. AID 651602; in the data active = inhibition above about 11%
Starred values were filed as active, the others as inactive; ? = inconclusive; . = not tested or not shown.

#1 Cc1cc(C(=O)Nc2cccnc2)cs1
#2 O=C(O)Cc1cn(Cc2cccc(Cl)c2)c2ccccc12
#3 Cc1cc(N(CCO)CCO)nc(-n2nc(C)cc2C)n1
#4 Cn1c(SCC(=O)Nc2ccc3c(c2)OCO3)nnc1-c1cnccn1
#5 CC(C)(C)OC(=O)[C@H](Cc1ccccc1)NC(=O)c1nc[nH]c1C(=O)N1CCc2ccccc2C1
#6 COc1ccc2c(Cl)c(C(=O)NCCCn3ccnc3)sc2c1Cl

Assay by compound	1	2	3	4	5	6
PvdQ acylase	-14	7	-10	-8	-6	-4
Tat export inh	4	-10	-2	3	15	-7
Wnt bcat act	.	-6	.	.	-2	.
Rtt109 Vps75	1	10	-2	2	10	-3
CAL PDZ inh	0.4	0.7	-0.2	0.0	0.3	-1.3
PfHsp90 set2	-11	-15	-11	-17	6	-22
DAGLB inh	0	2	-4	0	-8	4
E coli growth	2.1	0.4	-1.9	0.0	-3.0	1.0
AddAB inh	0.7	0.0	4.3	-1.6	5.0	1.4
phage Ecoli inh	2.7	4.6	0.2	2.0	2.4	2.8

#7 CCOC(=O)C1CCCN(C(=O)c2cc(S(=O)(=O)Nc3ccccc3OC)ccc2C)C1 (stereo not drawn)
#8 CCOCC(=O)Nc1c(C(=O)OCC)oc2ccccc12
#9 O=c1[nH]c2cc3c(cc2cc1CN(CCCO)Cc1nnnn1Cc1ccc(F)cc1)OCO3
#10 NC(=O)c1ccccc1OCc1nc2ccccc2s1
#11 COC(=O)CCCC1=CC2=CC(=O)C(C)(OC(=O)c3cccs3)C(=O)C2=CN1C1CCCC1 (stereo not drawn)
#12 CC(=O)Oc1ccc(C(=O)[C@H]2[C@H]3C(=O)N(c4ccccc4)C(=O)[C@H]3[C@@H]3C=CC=NN32)cc1

Assay by compound	7	8	9	10	11	12
PvdQ acylase	0	-2	4	0	-8	-11
Tat export inh	2	9	1	3	3	-2
Wnt bcat act	-1	.	.	42*	-2	3
Rtt109 Vps75	2	-4	-13	0	-1	3
CAL PDZ inh	0.4	0.7	-1.8	-3.6	-0.4	-2.8
PfHsp90 set2	5	8	-8	-7	.	8
DAGLB inh	2	-6	-2	1	0	-1
E coli growth	-0.1	1.6	2.7	1.4	-1.5	0.0
AddAB inh	0.4	1.5	2.7	1.9	2.1	1.0
phage Ecoli inh	2.6	1.9	1.6	0.5	1.7	3.6

#13 O=S(=O)(Nc1cccc(-c2ccc3nncn3n2)c1)c1cccc(F)c1
#14 O=C(NNC1=Nc2ccccc2SC1)c1ccc(Cl)cc1
#15 CCc1ccccc1NC(=O)CN1C(=O)C2CCCN2c2ncc(Cl)cc21 (stereo not drawn)
#16 CC(=O)c1ccc(NC(=O)Nc2cccnc2)cc1
#17 CCOC(=O)N1CCN(CC(=O)c2ccc3c(c2)CCN3)CC1
#18 COC(=O)/C=C1\N/C(=N\c2nc(C)cc(C)n2)N(c2ccc(Cl)cc2)C1=O

Assay by compound	13	14	15	16	17	18
PvdQ acylase	-11	10	-3	-3	-2	.
Tat export inh	-8	-5	-4	-5	3	.
Wnt bcat act	5	-2	.	11	-3	-3
Rtt109 Vps75	-7	14	2	1	14	.
CAL PDZ inh	-3.0	1.0	-0.9	-8.2	-0.2	.
PfHsp90 set2	-21	-19	-8	-5	4	.
DAGLB inh	3	4	1	2	0	.
E coli growth	2.0	-6.1	-0.5	.	-0.6	-0.2
AddAB inh	-0.5	7.8	1.9	.	3.0	5.2
phage Ecoli inh	2.1	4.6	1.8	1.9	.	1.7

Compound profiles, from the list above. Order of values: PvdQ acylase	Tat export inh	Wnt bcat act	Rtt109 Vps75	CAL PDZ inh	PfHsp90 set2	DAGLB inh	E coli growth	AddAB inh	phage Ecoli inh
COC(=O)/C=C1\N/C(=N\c2nc(C)cc(C)n2)N(c2ccc(Cl)cc2)C1=O is entered as .	.	-3	.	.	.	.	-0.2	5.2	1.7
CCOC(=O)N1CCN(CC(=O)c2ccc3c(c2)CCN3)CC1 is entered as -2	3	-3	14	-0.2	4	0	-0.6	3.0	.
CC(=O)c1ccc(NC(=O)Nc2cccnc2)cc1 is entered as -3	-5	11	1	-8.2	-5	2	.	.	1.9
O=S(=O)(Nc1cccc(-c2ccc3nncn3n2)c1)c1cccc(F)c1 is entered as -11	-8	5	-7	-3.0	-21	3	2.0	-0.5	2.1
O=C(NNC1=Nc2ccccc2SC1)c1ccc(Cl)cc1 is entered as 10	-5	-2	14	1.0	-19	4	-6.1	7.8	4.6

Continued.
#19 Cc1ccc(NC(=O)c2ncn(CC(=O)NCC(C)c3ccccc3)n2)cc1C (stereo not drawn)
#20 COc1ccc(-c2nnc(SCC(=O)Nc3ncc(C)s3)n2-c2ccccc2)cc1OC
#21 O=C(Nc1ccccc1-c1nc2ccccc2s1)c1ccc(Br)o1
#22 O=C(/C=C/c1ccccc1[N+](=O)[O-])Nc1cc(S(=O)(=O)N2CCOCC2)ccc1N1CCOCC1
#23 CC(C)(C)c1ccc(-c2nnc(SC3CCOC3=O)n2Cc2ccccc2)cc1 (stereo not drawn)
#24 COCCN(C(=O)COC(=O)C(c1ccccc1)c1ccccc1)c1c(N)n(Cc2ccccc2)c(=O)[nH]c1=O

Assay by compound	19	20	21	22	23	24
PvdQ acylase	-14	-13	-7	3	3	-3
Tat export inh	2	-5	-1	-5	2	5
Wnt bcat act	-1	-8	.	-4	4	-2
Rtt109 Vps75	-2	0	2	-8	3	15
CAL PDZ inh	1.5	-1.9	-1.5	0.0	-2.1	-0.4
PfHsp90 set2	-6	-199	-2	2	-22	4
DAGLB inh	-1	1	-1	3	0	1
E coli growth	-2.1	-0.6	-1.1	.	1.0	1.0
AddAB inh	-1.4	3.9	1.0	.	-0.9	0.5
phage Ecoli inh	1.0	3.1	3.7	3.5	1.0	3.7

#25 CCN(C(=O)Cc1c(C(=O)O)[nH]c2ccccc12)c1cc(OC)ccc1OC
#26 CC(C)(C)NC(=O)C[C@H]1C[C@H](C(=O)N2CCOCC2)[C@@]2(CCC3CCCC3)c3[nH]c4cc(-c5ccco5)ccc4c3CCN2C1=O
#27 COc1ccc(CNC(=O)Cn2cc(C(F)(F)F)ccc2=O)cc1
#28 COc1ccc(OCC(=O)N(Cc2ccc(C)o2)C2CCS(=O)(=O)C2)cc1 (stereo not drawn)
#29 Cc1nnc(SCC(=O)Nc2ccccc2F)n1Cc1ccco1
#30 CCc1ccc(/C=C2\CN(CC)Cc3c2nc2ccccc2c3C(=O)O)cc1

Assay by compound	25	26	27	28	29	30
PvdQ acylase	-13	1	-7	9	2	-10
Tat export inh	-4	?	2	-8	4	-5
Wnt bcat act	-2	.	-1	-2	2	-5
Rtt109 Vps75	-1	8	-1	-1	-10	-1
CAL PDZ inh	-0.1	0.0	0.3	0.6	3.9	-0.8
PfHsp90 set2	0	-14	10	-7	11	8
DAGLB inh	-1	3	-1	-1	0	6
E coli growth	0.1	-0.2	-1.1	0.8	-1.4	-2.4
AddAB inh	-0.9	-1.2	0.4	2.1	-0.8	3.1
phage Ecoli inh	-1.2	.	3.1	0.5	2.1	2.3

#31 Cc1cc(NS(C)(=O)=O)c(=O)n(Cc2c(F)cccc2Cl)c1
#32 COc1cc(NC(=O)c2cccc(Cl)c2)ccc1NC(=O)c1cccs1
#33 O=C(NCc1cccs1)C1CC(O)CN1C(=O)Nc1ccccc1 (stereo not drawn)
#34 Cc1nc(NC(=O)COC(=O)C2CC3CCCC(C2)C3=O)c(Cl)cc1Cl (stereo not drawn)
#35 COc1ccccc1CCNC(=O)C(=O)NCC1OCCN1S(=O)(=O)c1cc(F)ccc1F (stereo not drawn)
#36 COc1ccc(OC)c(NC(=O)CNC(=O)Cn2cnc3ccccc3c2=O)c1

Assay by compound	31	32	33	34	35	36
PvdQ acylase	-6	-5	-2	-9	-6	-12
Tat export inh	-5	4	-1	0	2	-2
Wnt bcat act	0	1	-4	-3	-1	.
Rtt109 Vps75	2	2	0	-3	-8	2
CAL PDZ inh	-0.5	-2.6	-0.7	-1.0	-0.9	-3.9
PfHsp90 set2	10	-22	-5	.	-5	-4
DAGLB inh	0	-3	-3	1	2	-1
E coli growth	2.7	0.0	-1.2	-1.7	0.9	1.4
AddAB inh	-0.7	0.7	3.7	-1.2	-1.1	3.7
phage Ecoli inh	1.6	4.6	-2.3	2.9	2.4	2.2

#37 COc1ccccc1N/C(=N/S(=O)(=O)c1ccc(Cl)cc1)c1ccccc1
#38 Cc1ccccc1OCC(=O)O/N=C(\N)Cc1cccs1
#39 CCn1cc(C2=NOC(C(=O)Nc3cc(OC)c(Cl)cc3OC)C2)c(C)n1 (stereo not drawn)
#40 COc1ccc(-c2csc3ncnc(Nc4ccc(O)cc4)c23)cc1
#41 CCOC(=O)C1(C)Oc2ccc(S(=O)(=O)CC)cc2NC1=O (stereo not drawn)
#42 COc1cccc(/C=C/C(=O)OCC(=O)NCc2ccc(Cl)cc2)c1

Assay by compound	37	38	39	40	41	42
PvdQ acylase	-4	-5	-15	-1	-14	-13
Tat export inh	1	-1	-6	-6	-4	-8
Wnt bcat act	.	.	0	7	-1	-1
Rtt109 Vps75	2	0	-2	2	3	-2
CAL PDZ inh	.	-2.4	-0.6	-0.5	-0.3	-3.2
PfHsp90 set2	-9	.	5	-13	.	8
DAGLB inh	0	-9	-2	-1	1	-7
E coli growth	1.1	-0.4	-0.6	0.7	1.1	-1.2
AddAB inh	0.6	0.3	2.5	-0.2	-1.1	2.1
phage Ecoli inh	1.4	2.9	2.0	1.1	-2.6	4.2

#43 O=C(NCc1ccco1)C(=S)N1CCCC1
#44 Cc1cc(NS(=O)(=O)c2ccc(NC(=S)NC(=O)c3ccncc3)cc2)no1
#45 COc1ccc(C(=O)Oc2ccc3oc(=O)sc3c2)cc1
#46 CCCCCCOc1ccc(C(=O)O)cc1C#N
#47 S=C(NCc1ccco1)Nc1ccc2c(c1)OCCO2
#48 CC(C)(C)c1cc(NC(=O)COC(=O)c2nccnc2N)n(-c2ccccc2)n1
#49 COc1ccc(NCC(=O)Nc2cccc(S(=O)(=O)N3CCCC3)c2)cc1Cl
#50 COC(=O)c1c(NC(NC(=O)C(C)C)C(Cl)(Cl)Cl)sc2c1CCCC2 (stereo not drawn)
#51 O=C(Cn1nnc(-c2ccccc2)n1)Nc1ccc2c(c1)OCO2

Assay by compound	43	44	45	46	47	48	49	50	51
PvdQ acylase	-18	-7	-14	4	-16	1	-10	-12	21
Tat export inh	16	-5	-3	0	7	-8	5	-4	-4
Wnt bcat act	0	-1	.	0	10	-4	2	-9	.
Rtt109 Vps75	-4	-2	1	2	-8	-12	-12	0	-11
CAL PDZ inh	-2.5	-3.1	-1.6	0.4	-0.3	-2.1	0.5	-0.4	-0.2
PfHsp90 set2	3	8	10	-17	-6	-4	0	9	.
DAGLB inh	1	-1	10	3	0	2	0	-1	-4
E coli growth	2.8	0.6	-4.0	-0.3	4.6	-0.2	-1.1	-1.0	-2.1
AddAB inh	0.0	2.4	0.5	4.8	3.6	1.2	-0.2	3.7	0.0
phage Ecoli inh	2.9	1.1	2.3	0.1	2.5	-0.7	0.6	1.6	2.9

Random draw from the library; overall some 1.9% were active at least once.
